# ST2 IL33 inh: blocks human ST2 binding to IL-33; inhibition, % for hits at 17 µM; Q01638; AlphaLISA ST2-Fc/biotin-IL-33 interaction, 1 h; 2.3% of 78,000 active; in the data active = inhibition above about 30%; inconclusive = mostly about 10% to 28%
# Target sequence (Q01638 whole entry, looked up): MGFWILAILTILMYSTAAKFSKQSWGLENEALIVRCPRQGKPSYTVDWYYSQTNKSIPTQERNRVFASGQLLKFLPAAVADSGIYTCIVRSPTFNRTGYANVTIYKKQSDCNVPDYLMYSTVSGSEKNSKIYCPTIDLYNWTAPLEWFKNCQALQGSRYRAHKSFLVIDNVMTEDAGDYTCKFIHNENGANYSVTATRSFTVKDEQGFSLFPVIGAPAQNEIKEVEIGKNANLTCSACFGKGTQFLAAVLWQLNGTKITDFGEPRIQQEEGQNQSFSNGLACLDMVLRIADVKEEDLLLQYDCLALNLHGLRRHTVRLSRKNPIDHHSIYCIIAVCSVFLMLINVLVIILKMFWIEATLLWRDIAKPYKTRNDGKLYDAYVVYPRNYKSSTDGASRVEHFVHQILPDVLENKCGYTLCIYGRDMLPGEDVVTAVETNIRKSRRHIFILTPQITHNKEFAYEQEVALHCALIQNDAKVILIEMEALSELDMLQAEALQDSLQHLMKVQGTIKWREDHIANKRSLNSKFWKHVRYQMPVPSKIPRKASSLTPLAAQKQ
# * = called active by the depositor; i = inactive; ? = inconclusive. Only part of the results is shown; count on the stated rates, not on these rows.
SMILES,ST2 IL33 inh
COc1cc(NS(=O)(=O)c2ccc(NC(=O)c3ccc(OC)c(OC)c3)cc2)nc(OC)n1,i
Cc1ccnc(-c2cccc(Cl)c2Cl)n1,i
Cc1ccc(C(=O)Nc2cc(Cl)ccc2C)cc1,i
Cc1ccccc1-n1cnc2cc(NC(=O)c3ccccc3)ccc21,i
CNc1oc(-c2ccc(Cl)cc2)nc1S(=O)(=O)c1ccc(C)cc1,i
O=C(c1ccccc1Br)N1CCN(C/C=C/c2ccccc2)CC1,?
CC1(C)CC(C(CC#N)c2ccc(F)cc2)CCO1 (stereo not given),i
O=C(Nc1ccccc1)c1c(Cl)cc(Cl)nc1Cl,i
O=c1nc(-c2ccccc2)c2ccccc2[nH]1,i
CCCCN(CC)S(=O)(=O)c1ccc2[nH]c(=O)cc(C(=O)NCc3ccco3)c2c1,i
O=C(C(c1ccccc1)C1CCCC1)N1CCC(O)(C(=O)O)CC1 (stereo not given),?
CSc1nccc(-c2cc(Cl)c3c(c2)CC(CNC(=O)c2cc(C)nn2C)O3)n1 (stereo not given),i
Cc1ccc(CN2CC34C=CC(O3)C(C(=O)NCc3ccco3)C4C2=O)cc1 (stereo not given),?
O=C(Nc1cc(Cl)cc(Cl)c1)c1ccccc1Cl,i
CCC(C(=O)N1C[C@H]2CC=CC[C@H]2C1)n1cccn1 (stereo not given in full),i
O=C(c1cc(-c2cccc(Cl)c2)on1)N1CCCc2ccccc21,i
CS(=O)(=O)c1ccc(S(=O)(=O)C(F)(F)F)cc1,i
CC1CN(S(=O)(=O)c2ccc(Cl)c(S(=O)(=O)N3CC(C)OC(C)C3)c2)CC(C)O1 (stereo not given),i
Cc1cccc(OCCCC(=O)Nc2cccc(C(=O)O)c2)c1,i
CCCCSc1oc(-c2ccco2)nc1S(=O)(=O)c1ccc(C)cc1,i
COCC1CCCCN1Cc1nc(N2CCN(C(C)=O)CC2)c2cccc(C)c2n1 (stereo not given),i
O=C(c1ccc2c(c1)OCO2)N1CCN=C1SCc1ccc(Cl)cc1,i
O=C(CSc1nc2c(sc3ccccc32)c(=O)n1CC1CCCO1)NC1CCCCC1 (stereo not given),i
CCOc1ccc(OCCCNC(C)(C)C)cc1,?
COc1cccc2cc(C(=O)NC(C)=O)c(=Nc3cccc(F)c3)oc12,i
SMILES,ST2 IL33 inh
O=S(=O)(NC1CCCCC1Sc1ccccn1)c1ccc(Cl)cc1 (stereo not given),i
Cc1ccc(-c2nnc(-c3nc(N(C)Cc4ccccc4)c4ccccc4n3)o2)cc1,i
CC(C)C(Nc1ccc(C(F)(F)F)cc1[N+](=O)[O-])C(=O)O (stereo not given),i
COc1ccc(OCC(O)CN2CCC(CN3C(=O)c4cccc5cccc(c45)C3=O)CC2)cc1 (stereo not given),?
O=C(Nc1ccc2c(c1)OCO2)c1cc(-c2cccc(Cl)c2)on1,?
Fc1cccc2sc(N3CCN(c4ccccc4)CC3)nc12,i
Cc1ccc(S(=O)(=O)Nc2ccccc2CNCc2ccccc2)cc1,i
COc1ccc(CCn2c(-c3cnn(C)c3C)n[nH]c2=O)cc1,i
CC(C)Cc1cc(C(=O)N(C)C(C)c2nccs2)n(C)n1 (stereo not given),i
COc1cc2c(cc1-c1nccn1C(C)c1ccc(-n3cncn3)cc1)OCO2 (stereo not given),?
Cc1cccc(/C(N)=N\OC(=O)c2ccc3c(c2)OCO3)c1,i
Nc1ccncc1-c1cc(NCc2ccccn2)nc2[nH]ccc12,?
CC(CC(C)(C)O)NCCc1nc(-c2ccccc2)cs1 (stereo not given),?
CC1(c2ccccc2)OC(=O)C(=Cc2ccc(O)cc2)C(=O)O1 (stereo not given),i
CSc1nc2ccccc2c(=O)n1CC1CCCCC1,i
CCN(C(=O)CCS(=O)(=O)c1cccc2nsnc12)c1ccc(F)cc1,i
FC(F)(F)c1cc(-c2cccs2)nc(NCc2cccs2)n1,i
Cc1cccc(Cn2c(CNS(=O)(=O)c3ccc(F)cc3)nc3cccnc32)c1,i
Cc1cc(CNc2ccc(C(=O)NCCC3COc4ccccc4O3)cn2)no1 (stereo not given),i
CN(CCc1cnn(C)c1)C(=O)c1ccc2oc(Cc3ccc(Cl)cc3)nc2c1,i
O=C(Nc1nc2c(cc3c4c(cccc42)CC3)s1)c1ccc(S(=O)(=O)N2CCOCC2)cc1,i
Cc1nc(SCC(=O)Nc2ccc(C(N)=O)cc2)c(C#N)c(C)c1C,?
Cc1ccc(Nc2cc(C)nc(Nc3ccc(NC(=O)c4ccccc4)cc3)n2)cc1,?
CCOCCCNCc1ccc(Cl)cc1,i
Cn1c(=O)n(C)c2cc(CN3CC(C(=O)O)CC3=O)ccc21 (stereo not given),i

# 15 entries already listed, sorted by SMILES length, ascending:
SMILES,ST2 IL33 inh
CSc1nc2ccccc2c(=O)n1CC1CCCCC1,i
CC(CC(C)(C)O)NCCc1nc(-c2ccccc2)cs1 (stereo not given),?
FC(F)(F)c1cc(-c2cccs2)nc(NCc2cccs2)n1,i
Nc1ccncc1-c1cc(NCc2ccccn2)nc2[nH]ccc12,?
O=S(=O)(NC1CCCCC1Sc1ccccn1)c1ccc(Cl)cc1 (stereo not given),i
COc1ccc(CCn2c(-c3cnn(C)c3C)n[nH]c2=O)cc1,i
Cn1c(=O)n(C)c2cc(CN3CC(C(=O)O)CC3=O)ccc21 (stereo not given),i
CC1(c2ccccc2)OC(=O)C(=Cc2ccc(O)cc2)C(=O)O1 (stereo not given),i
Cc1nc(SCC(=O)Nc2ccc(C(N)=O)cc2)c(C#N)c(C)c1C,?
CCN(C(=O)CCS(=O)(=O)c1cccc2nsnc12)c1ccc(F)cc1,i
CN(CCc1cnn(C)c1)C(=O)c1ccc2oc(Cc3ccc(Cl)cc3)nc2c1,i
Cc1ccc(Nc2cc(C)nc(Nc3ccc(NC(=O)c4ccccc4)cc3)n2)cc1,?
Cc1ccc(-c2nnc(-c3nc(N(C)Cc4ccccc4)c4ccccc4n3)o2)cc1,i
COc1ccc(OCC(O)CN2CCC(CN3C(=O)c4cccc5cccc(c45)C3=O)CC2)cc1 (stereo not given),?
O=C(Nc1nc2c(cc3c4c(cccc42)CC3)s1)c1ccc(S(=O)(=O)N2CCOCC2)cc1,i

# The results go on:
SMILES,ST2 IL33 inh
CCOc1ccc(S(=O)(=O)Nc2ccc(-c3cn4ccccc4n3)cc2)cc1,i
Fc1ccc(C2Nc3ccc(Br)cc3C3C=CCC32)cc1 (stereo not given),?
Cc1nn(C(=O)c2ccco2)c(C)c1Sc1ccc([N+](=O)[O-])cc1,?
O=C(O)c1ccc(CSc2nnnn2C2CCCCC2)cc1,i
C=CCNC(=O)CN(Cc1cccc(C)c1)S(=O)(=O)c1ccc(Cl)cc1,i
Cc1cc(=O)n(-c2ccc(S(=O)(=O)O)cc2)[nH]1,i
O=C1CC(c2cccc(Cn3cccn3)c2)c2cc3cn[nH]c3cc2N1 (stereo not given),i
Cn1c(C(=O)N2CCN(C(=O)c3ccco3)CC2)cc2c(=O)n3ccccc3nc21,i
CCOC(=O)C(C)n1cnc2c(cnn2-c2ccc(Cl)cc2)c1=O (stereo not given),i
CC(=O)Nc1c(C(C)=O)c(C)nc2ccccc12,i
CCCCNC(=O)C1CC(=O)N(CCC(C)C)C1 (stereo not given),i
COc1ccc(C2CC(=O)N3CN(c4ccc(C)c(Cl)c4)CSC3=C2C#N)cc1 (stereo not given),?
O=C(c1ccc2nc3sc4c(c3c(=O)n2c1)CCCC4)N1CCC2(CC1)OCCO2,i
Cc1ccccc1CSC1=NCCN1C(=O)c1ccccc1C,?
COc1cc(O)cc(C)c1C(=O)O[C@H]1[C@@H](O)[C@@H](n2ccc(=O)[nH]c2=O)O[C@@H]1CO,i
Cc1nnsc1CN(C)C(=O)[C@H](N)Cc1c[nH]c2ccccc12,i
CCOc1cc(/C=C2/NC(=O)NC2=O)cc(Br)c1OCc1cccc(C(=O)O)c1,i
Cc1ccc(-c2noc([C@@H]3C[C@H](NS(=O)(=O)c4ccc(Cl)cc4)CN3C)n2)cc1,?
CCc1[nH]c2c(CNC(=O)CC3C=CS(=O)(=O)C3)cc(C)cc2c1C (stereo not given),i
CN(Cc1nc2c(s1)CCCC2)C(=O)Cn1nnnc1CN1CCCC1,?
O=S(=O)(Nc1ccc(Br)cc1)c1cccc2cccnc12,i
CCN1C(=O)CSc2ccc(C(=O)NCc3ccco3)cc21,i
O=C(CC1=CCCCC1)N1CCc2c([nH]c3ccccc23)C1c1ccccn1 (stereo not given),i
Cc1cc(Cl)ccc1NC(=O)CCn1cnc2ccccc2c1=O,i
COc1ccc(C2C(C#N)=C(N)Oc3n[nH]c(-c4ccc5ccccc5c4)c32)cc1OC (stereo not given),i
SMILES,ST2 IL33 inh
O=C(C1Cc2ccccc2CN1S(=O)(=O)c1cccs1)N1CCOCC1 (stereo not given),i
C=CCNC(=O)N[C@H]1[C@H](O)[C@@H](N2CCN(c3ccccc3OC)CC2)[C@@H]2OC[C@H]1O2,i
O=C(NCCN1CCCCCC1)c1ccc2c(c1)ncn2C1CCCCC1,i
Cc1ccc(Cl)c(Nc2ccccc2C(=O)O)c1Cl,i
COc1cc(/C=C2/SC(=Nc3ccccc3)NC2=O)cc(I)c1O,?
CCOC(=O)c1ccc(Nc2ncnc3c2cnn3-c2ccc(C)cc2C)cc1,i
O=C(COc1ccccc1)Nc1ccc2n(c1=O)C[C@H]1C[C@@H]2CN(C(=O)c2cccnc2)C1,?
C[C@@H]1O[C@@H](O[C@H]2[C@H](O[C@H]3[C@H](O[C@H]4CC[C@@]5(C)C(CC[C@]6(C)C5CC=C5[C@@H]7CC(C)(C)C[C@@H](O)[C@]7(C)CC[C@]56C)C4(C)C)O[C@H](C(=O)O)[C@@H](O)[C@@H]3O)O[C@H](C(=O)O)[C@H](O)[C@@H]2O)[C@H](O)[C@H](O)[C@H]1O (stereo not given in full),?
O=C(Nc1ccc(F)cc1)c1cccc([N+](=O)[O-])c1,i
COc1ccc(C2CC(=O)C3=C(C2)Nc2ccccc2NC3c2cc(Cl)c(O)c(OC)c2)cc1 (stereo not given),?
Cc1oc(-c2cccc(NC(=O)c3ccccn3)c2)nc1CNC(=O)Cc1ccc(F)cc1,?
CC1CCCCN1S(=O)(=O)c1ccc(C(=O)Nc2nnc(-c3cccs3)o2)cc1 (stereo not given),?
O=C(Nc1ccc(F)cc1)Nc1ccc(Cl)cc1,?
Cc1nn(C)c(C)c1-c1cc(C(=O)N2CCC(O)(CN(C)C)C2)n(C)n1 (stereo not given),?
COc1ccc(OC)c(NC(=O)c2c(Cl)nc(Cl)c(Cl)c2Cl)c1,i
COc1ccc(C2C(C#N)C(=O)NC(=O)C2[n+]2ccccc2)cc1 (stereo not given),?
O=C(NCCN1CCN(C(=O)c2cccc(F)c2)CC1)C(=O)Nc1ccccc1,i
Cn1c(C(=O)N2CCN(c3cccc(Cl)c3)CC2)cc2c(=O)n3ccccc3nc21,i
CC(=O)Nc1ccc(S(=O)(=O)Nc2ccccc2-c2ccccc2)cc1,i
CC1(C)CC(=O)C2=C(C1)OC(N)=C(C#N)C2c1ccc2c(c1Br)OCO2 (stereo not given),i
Cc1cc(C)n(C(=O)CCC(=O)Nc2ccc(C)c(C)c2)n1,i
NC1=NN(c2ccccc2)CC1,40%*
CCC1CC(C)(c2csc(Nc3ccccc3)n2)OC1=O (stereo not given),i
O=C(c1ccc2nc3ccccc3c(=O)n2c1)N1CCN(Cc2ccc3c(c2)OCO3)CC1,i
O=C(COc1ccc2c(c1)C(=O)CC1(CCCCC1)O2)NCc1ccc(F)cc1,i
SMILES,ST2 IL33 inh
Cc1ccc(F)c(NC(=O)CCC(=O)NCC2(CO)CCOCC2)c1,i
CCOC(=O)c1cnc2c(Cl)cccc2c1Nc1ccccc1,i
CC1(C)CC(=O)C2=C(C1)Nc1ccccc1N(C(=O)Cc1ccc(Cl)cc1)C2c1ccco1 (stereo not given),i
CN(C)C(=O)c1ccc(S(=O)(=O)NCc2ccccc2Cl)s1,i
COC(=O)[C@@H]1C[C@@H](N(C)C)CN1C(=O)c1cc(C)nc2c1cnn2C(C)C,i
COc1ccc2nc(CCN(C)C(=O)CC3COCCN3)[nH]c2c1 (stereo not given),?
Cc1ncc(CO)c(CN(C)Cc2noc(C3CCC3)n2)c1O,i
OC1CCCN(Cc2ccc(Br)s2)C1 (stereo not given),i
CC(C)n1cnc2cc(NCc3ccncc3)ccc21,?
CCc1nc(C)sc1CNC(=O)C1(COC)CCC1,i
CCCCc1nnc2n1N=C(c1ccc(Br)cc1)CS2,?
O=C(O)c1cccc(NC(=O)c2cccc(Br)c2)c1,i
CCCOC(=O)C1C2C=CC3(CN(c4ccc(Cl)c(F)c4)C(=O)C13)O2 (stereo not given),i
CC(C)(O)c1ccc2c(c1)C(O)CC1C(C)(C(=O)O)CCCC21C (stereo not given),i
COc1ccccc1N1CCN(CCN2C(=O)CC3(CCCC3)CC2=O)CC1,i
N#CC1=C(N)OC2=C(C(=O)CC(c3ccco3)C2)C1c1ccc(OCc2ccccc2F)cc1 (stereo not given),?
O=[N+]([O-])c1cc(C(F)(F)F)ccc1N1CCc2ccccc21,68%*
Cc1ccc(-c2nnc(-c3nc(NCc4ccco4)c4ccccc4n3)o2)cc1,?
Cn1nc(-c2ccc(Cl)cc2)c2cc(C(=O)NCC3CCCO3)sc21 (stereo not given),i
Cc1cc(Nc2ccccc2)nc(Nc2ccc(NC(=O)c3ccc(C)c(C)c3)cc2)n1,?
Cc1ccc2c(C)c(C(=O)NCCSc3nncn3C)oc2c1C,i
Cc1ccccc1C(NC(=O)C1(c2ccccc2F)CC1)c1ccncc1 (stereo not given),i
O=[N+]([O-])C([N+](=O)[O-])=S(c1ccccc1)c1ccccc1,i
O=C(CSc1nc2c(c(=O)n1-c1ccccc1)SCC2)N1CCCCCC1,?
CC1(C(=O)NC2CCCCCCC2)CCC(=O)N1Cc1ccco1 (stereo not given),i
COc1cc(C(=O)Nc2nc(-c3ccccn3)cs2)cc(OC)c1OC,i
O=C(Nc1ccccc1)c1cccc(S(=O)(=O)NCc2ccccc2)c1,i
CC(C)(C)c1ccc(-c2nnc(NC(=O)c3ccc4c(c3)OCO4)s2)cc1,i
COc1cc(-c2nnc(SCC(=O)N3CCc4ccccc43)o2)cc(OC)c1OC,i

# Screening data deposited in PubChem by IUPUI and University of Michigan.
